RXFP1 antag: qHTS Assay for Antagonists of the Relaxin Receptor RXFP1; Relaxin receptor 1 (Homo sapiens), Q9HBX9; HEK293-RXFP1, relaxin-stimulated cAMP HTRF, 30 min; hits give low values; 0.59% of 350,000 active; activity change, negative = inhibition, % at 57.5 µM;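 active = activity change of -60% or lower, but not beyond a set lower limit; inconclusive = change between -60% and -40%, or beyond the set limit; inactive = change above -40%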; also: % is scaled to controls: 0 for no effect and ±100 for the full control effect
TRHR ag: qHTS for Small Molecule Agonists and Allosteric Enhancers of Human TRH Receptor: Primary Screen for Agonists; Thyrotropin-releasing hormone receptor (Homo sapiens), P34981; TRHR cells, calcium flux fluo-8, FDSS agonist mode; activation, % at 2 µM; 0.18% of 360,000 active; also: 0% is about no effect
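Fluo-8-loaded TRHR cells; 10 s baseline, compound added, kinetic Ca2+ fluorescence read 1/s, agonist mode.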
D2 agonist: HTS Assay for Allosteric Agonists of the Human D2 Dopamine Receptor: Primary Screen for Agonists; 0.53% of 340,000 active; HEK293 T-REx D2 cells, calcium flux agonist mode; AID 485358, 2010; activation, % at 2 µM;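 active = activation over 3 SD above normal in the single-dose calcium agonist read, cut at about 30% in these data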; also: 0% is about no effect
Target sequence (P14416 whole entry, looked up): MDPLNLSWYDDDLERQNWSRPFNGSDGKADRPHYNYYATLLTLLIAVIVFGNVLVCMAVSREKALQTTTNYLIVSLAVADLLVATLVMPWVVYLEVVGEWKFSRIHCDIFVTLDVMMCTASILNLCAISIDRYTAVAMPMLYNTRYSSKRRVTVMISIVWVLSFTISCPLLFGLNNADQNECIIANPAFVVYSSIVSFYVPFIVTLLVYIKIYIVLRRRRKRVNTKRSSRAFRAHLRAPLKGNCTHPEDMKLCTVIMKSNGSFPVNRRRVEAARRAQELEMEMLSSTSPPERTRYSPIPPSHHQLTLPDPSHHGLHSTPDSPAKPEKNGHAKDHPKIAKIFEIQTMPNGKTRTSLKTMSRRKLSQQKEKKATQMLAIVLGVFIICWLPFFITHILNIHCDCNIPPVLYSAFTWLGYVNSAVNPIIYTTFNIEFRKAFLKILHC
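Calcium-flux readout, 1 cycle/sec over 180 s following compound pin transfer, in inducible HEK293 Trex D2 cells (force-coupled); dopamine controls included. Positive calcium responses during this window marked compounds as potential agonists.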
D2 antag: HTS Assay for Allosteric Antagonists of the Human D2 Dopamine Receptor: Primary Screen for Antagonists. D(2) dopamine receptor (Homo sapiens), P14416. HEK293 TREx D2 cells, calcium flux, dopamine EC80. inhibition, % at 10 µM. 2% of 340,000 active. AID 485344, 2010; in the data active = inhibition above about 30%; also: 0% is about no effect
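Antagonism is scored as inhibition of an EC80 dopamine-evoked calcium signal in a force-coupled, tetracycline-inducible HEK293 T-REx D2 line, with compound present 180 s before agonist.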
D1 antag: Antagonist of Human D 1 Dopamine Receptor: qHTS; D(1A) dopamine receptor (Homo sapiens), P21728; HEK293 TREx D1 cells, calcium flux, dopamine EC80; hits give low values; activity change, negative = inhibition, % at 10 µM; 3.2% of 360,000 active; AID 504652, 2011; in the data active = activity change below about -30%; also: % is scaled to controls: 0 for no effect and ±100 for the full control effect
Target sequence (P21728 whole entry, looked up): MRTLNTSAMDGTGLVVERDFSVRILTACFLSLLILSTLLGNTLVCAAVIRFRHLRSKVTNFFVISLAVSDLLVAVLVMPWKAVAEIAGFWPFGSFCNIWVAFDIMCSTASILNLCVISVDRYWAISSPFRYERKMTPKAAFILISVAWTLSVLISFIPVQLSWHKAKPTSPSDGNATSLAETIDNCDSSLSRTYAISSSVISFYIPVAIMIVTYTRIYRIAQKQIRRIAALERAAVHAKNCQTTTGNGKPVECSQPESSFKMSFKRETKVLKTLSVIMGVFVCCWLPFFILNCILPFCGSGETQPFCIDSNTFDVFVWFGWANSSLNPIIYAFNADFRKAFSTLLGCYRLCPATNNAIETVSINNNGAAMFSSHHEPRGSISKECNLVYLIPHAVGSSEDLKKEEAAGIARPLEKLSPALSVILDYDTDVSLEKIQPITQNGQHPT
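Calcium flux readout: force-coupled, inducible Hek293 Trex D1 line, cells induced overnight at 30 C with tetracycline, dye-loaded 30–90 min at RT. Antagonism scored against EC80 dopamine challenge given 180 s after compound.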
D1 PAM: Potentiators of Human D1 Dopamine Receptor: qHTS; 0.036% of 360,000 active; potentiation, % at 10 µM; AID 504651, 2011; HEK293 TREx D1 cells, calcium flux, dopamine EC20 potentiation; in the data active = potentiation above about 30%; also: 0% is about no effect
D1 ag: Allosteric Agonists of the Human D1 Dopamine Receptor: qHTS. AID 504660, 2011. D(1A) dopamine receptor (Homo sapiens), P21728. HEK293 T-REx D1 cells, calcium flux, agonist mode. 1% of 360,000 active. activation, % at 2 µM; also: 0% is about no effect
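Inducible HEK293 T-REx D1 cells, force-coupled to calcium signalling, were plated at 4000 cells/well with tetracycline and held overnight at 30 C. After no-wash calcium dye loading, compound-evoked calcium rise over 180 s flagged agonists.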
TRHR enhancer: qHTS for Small Molecule Agonists and Allosteric Enhancers of Human TRH Receptor: Primary Screen for Enhancers. 0.66% of 360,000 active. TRHR cells, fluo-8 calcium fluorescence, EC20 TRH enhancement. enhancement, % at 2 µM. Thyrotropin-releasing hormone receptor (Homo sapiens), P34981. AID 493056, 2011; in the data active = enhancement above about 30%; also: 0% is about no effect
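TRHR-expressing cells loaded with fluo-8 calcium dye were read kinetically (ex 480/em 530) during compound addition, then stimulated with an EC20 of TRH (10 nM final). Enhancement of the Gq-mediated intracellular calcium response was scored.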
D2 PAM: HTS Assay for Positive Allosteric Modulators of the Human D2 Dopamine Receptor: Primary Screen for Potentiators; D(2) dopamine receptor (Homo sapiens), P14416; HEK293 T-REx D2, calcium flux, EC20 dopamine potentiation; potentiation, % at 10 µM; 0.34% of 340,000 active; AID 485347, 2010;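 active = potentiation over 3 SD above the plate norm, cut at about 30% in these data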; also: 0% is about no effect
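Calcium flux readout, no-wash dye, 1 read/s. Inducible HEK293 Trex D2 line, overnight 30 C. Compound alone 180 s (agonist flags), then EC20 dopamine, another 180 s to score potentiation.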
* hit, by the source's call; ? = inconclusive; . = no result given. Rule as the data show it, unless noted: active = activation above about 30%; inactive = the rest.

compound | RXFP1 antag | TRHR ag | D2 agonist | D2 antag | D1 antag | D1 PAM | D1 ag | TRHR enhancer | D2 PAM
CC1Cc2ccccc2N1C(=O)CCS(=O)(=O)c1cccc2nonc12 (configuration not stated) | 5.1 | -0.3 | . | . | -0.9 | 4.0 | 1.0 | -4.6 | .
CCc1c(C)nc2ncnn2c1Nc1ccc(C)cc1 | -6.1 | 0.0 | -0.1 | 4.8 | 4.7 | 6.0 | 3.1 | -3.6 | -6.8
O=C(Cc1cccc2ccccc12)N/N=C/c1ccc(OC(=O)/C=C/c2ccco2)cc1 | -33.0 | 0.7 | -0.4 | -10.2 | -17.9 | 2.2 | 5.4 | 2.5 | -0.5
COc1cccc(-c2nc(CS(=O)(=O)CC(=O)NCCc3cc(OC)ccc3OC)c(C)o2)c1 | 3.8 | 0.0 | 0.4 | -2.2 | -10.7 | -0.1 | 2.1 | -10.7 | 2.8
COCCn1c(SCC(=O)Nc2cc(C)on2)nc2cc(Cl)ccc2c1=O | 2.9 | -0.3 | 0.0 | 1.4 | 14.5 | -4.8 | 1.7 | 5.5 | 72.0*
CC1=C(C(=O)OC(C)C)C(c2cccnc2)C2=C(CC(C)(C)CC2=O)N1 (configuration not stated) | -8.0 | -0.5 | 1.0 | 6.3 | 20.2 | -4.5 | -2.7 | -4.3 | -15.4
S=C(NCCc1ccccc1)N1CCN(Cc2ccc(Cl)c(Cl)c2)CC1 | . | 0.9 | 0.9 | -0.7 | -11.2 | 4.5 | 5.3 | -3.0 | -2.4
Cc1ccc(-c2nnc(Nc3ccc(OCC(N)=O)cc3)c3ccccc23)cc1S(=O)(=O)NCC1CCCO1 (configuration not stated) | -2.5 | -0.8 | -1.5 | . | -11.9 | -0.8 | -0.9 | 6.9 | 11.4
O=C(CN1C(=O)/C(=C\c2ccccc2Cl)Sc2ccccc21)NCCCN1CCOCC1 | -21.8 | 1.7 | 1.2 | 3.3 | -1.3 | -9.0 | 17.0 | -3.9 | 1.2
Cc1ccc(C(=O)N/C(=C\c2ccc(F)cc2)C(=O)NCc2ccncc2)cc1 | 2.4 | -0.1 | 0.4 | 4.2 | -6.1 | 2.1 | 1.3 | -1.3 | 10.2
CCOC(=O)N1CCN(C(=O)CSc2nc3c([nH]c4ccccc43)c(=O)n2CCOC)CC1 | 15.0 | -0.9 | -0.2 | 0.2 | 10.1 | 0.0 | -1.9 | 3.1 | 2.6
FC(F)(F)c1cc(-c2ccco2)nc(NCc2ccccc2)n1 | -27.7 | 1.1 | -0.2 | -11.3 | 32.7 | -5.0 | 7.6 | -4.5 | -6.5
CN/N=C(\Cc1nc2ccccc2[nH]1)c1ccc([N+](=O)[O-])cc1 | 5.2 | -0.2 | -0.1 | -22.5 | 3.8 | -7.9 | 2.2 | 1.0 | -11.6
CC1CCN(S(=O)(=O)c2ccc(C(=O)N3CCOCC3)cc2)CC1 | -0.9 | 0.0 | -0.3 | -9.5 | -35.3* | -6.2 | -0.1 | -5.6 | 8.7
CC(=O)n1cc([C@@H]2C=C(C(=O)N3CCN(Cc4ccccc4)CC3)O[C@H](OCc3ccc(CO)cc3)C2)c2ccccc21 | . | 0.0 | . | . | 3.9 | -4.5 | -4.7 | 1.2 | 0.2
C/C=C/C(=O)OCC(=O)Nc1ccc(OC)c(OC)c1 | -11.6 | 0.1 | 0.1 | -7.8 | 6.0 | -1.9 | 5.0 | -1.6 | 0.1
COc1ccccc1N(Cc1ccccc1)S(=O)(=O)c1cccc(C(=O)Nc2cc(C)ccn2)c1 | -1.7 | 1.6 | . | . | -9.9 | -2.1 | 10.6 | 5.6 | .
CCN1CCN(Cc2ccc(NC(=O)c3ccc(C)c(NC(=O)c4ccno4)c3)cc2C(F)(F)F)CC1 | 6.2 | 0.3 | 0.0 | -27.6 | 0.6 | 3.0 | 0.5 | 0.2 | -4.7
CCC(=O)Nc1cccc(C2=NOC3(C2)C[C@@H](C(N)=O)N(C(=O)CC)C3)c1 (some centres not stated) | . | -0.2 | 1.1 | 16.1 | 8.1 | 7.1 | 2.9 | -0.2 | -6.1
COc1ccc(NC(=O)CSCc2cnn(-c3ccccc3)c2-n2cccc2)cc1 | ? | -0.8 | -1.6 | . | 2.4 | -1.5 | 0.4 | 1.9 | .
COc1cc(OC)c(N(C)S(=O)(=O)c2cccc(C(=O)NC3=NCCS3)c2)cc1Cl | 0.2 | 0.0 | 0.4 | -10.3 | -12.6 | -10.7 | 1.6 | -5.9 | -5.5
Cc1ccsc1C(=O)OCC(=O)Nc1cccc(S(=O)(=O)NC2=NCCCCC2)c1 | 2.7 | -0.5 | 0.7 | -14.5 | -42.3* | 0.7 | 5.4 | -4.2 | 9.3
CCn1cc2nc(SCC(=O)Nc3ccc(C)cc3)n(Cc3ccc(C)cc3)c(=O)c2n1 | . | 0.6 | -0.1 | . | 11.9 | -3.1 | 6.1 | 0.7 | -1.1
O=C(N[C@@H](Cc1ccccc1)C(=O)O)c1ccc(C(F)(F)F)cc1 | . | -0.2 | 0.2 | -9.7 | 1.8 | 0.7 | -3.2 | 4.4 | -3.4
COc1ccc(/C=C(\NC(=O)c2ccccc2)C(=O)NCCC(=O)O)cc1 | 6.2 | 0.4 | . | . | 4.6 | -1.2 | 0.2 | -0.8 | 6.0
S=C(NC1CCCC1)N1CCN(c2ccc(Cl)cc2)CC1 | 2.0 | 0.1 | -0.5 | 3.2 | -46.2* | -4.9 | 4.6 | -0.1 | -8.7
CCCc1noc(-c2ccc(-c3ccccc3)cc2)n1 | -0.6 | 0.1 | 0.6 | -2.7 | -0.8 | -1.4 | 4.3 | 3.1 | -0.3
COc1cccc(C2C(C(=O)c3cc4ccccc4o3)=C(O)C(=O)N2c2cc(C)on2)c1OC (configuration not stated) | 12.0 | -0.5 | . | . | 6.5 | 0.1 | 1.4 | 7.5 | .
CN(Cc1cccnc1)C(=O)c1cc(COc2ccc3c(c2)CCCC3)on1 | -2.3 | -1.3 | -0.9 | 14.2 | -3.8 | -2.0 | 10.0 | 0.7 | -2.7
COc1ccc(NC(=O)CSC2=Nc3ccccc3C3=NC(CCC(=O)NCc4ccco4)C(=O)N23)cc1 (configuration not stated) | -27.4 | 0.1 | -0.4 | . | 45.1 | 7.8 | 2.6 | 3.3 | 0.5

More records follow:
The line under a structure holds: RXFP1 antag | TRHR ag | D2 agonist | D2 antag | D1 antag | D1 PAM | D1 ag | TRHR enhancer | D2 PAM
- Cc1oc(-c2ccccc2)nc1CS(=O)CC(=O)NC1CCCCCC1 (configuration not stated)
→ 3.0 | -0.5 | -0.5 | 27.2 | -2.6 | -1.3 | -0.1 | 3.1 | 7.7
- N#Cc1ccccc1Cn1c(=O)n(-c2ccc(F)c(Cl)c2)c(=O)c2sccc21
→ 4.6 | 0.8 | . | . | -13.3 | -0.1 | 4.5 | -8.6 | -7.5
- O=S(=O)(c1ccc(Cl)cc1)c1nc(-c2ccccc2F)oc1NCCCN1CCOCC1
→ -30.3 | -0.1 | -0.7 | -8.4 | 10.7 | 11.2 | 3.6 | -1.7 | -23.3
- CCC(=O)c1cn(CC(=O)NCc2cccnc2)c2ccccc12
→ 13.7 | -0.1 | 0.1 | -26.2 | 39.7 | -0.7 | 1.6 | 7.0 | -11.6
- CCOc1ccc(/C(O)=C2/C(=O)C(=O)N(CCOCCO)C2c2cccnc2)cc1 (configuration not stated)
→ 41.8 | 0.1 | 0.0 | 10.6 | -6.5 | -0.6 | 0.7 | 0.2 | -6.9
- CCOC(=O)/C=C1\CN(Cc2cc(OC)c(OC)c(OC)c2)S(=O)(=O)c2ccccc21
→ . | -1.3 | -1.2 | -3.1 | 2.5 | -4.0 | 1.4 | -3.8 | -6.3
- COc1ccc(OC)c(NC(=O)c2cc(-c3cc(C)cc(C)c3O)n[nH]2)c1
→ -17.6 | 0.5 | -0.1 | -3.0 | -6.6 | -5.8 | 3.0 | 9.2 | 9.8
- O=C(Cn1ncc2c([nH]c3ccccc32)c1=O)N1CCOCC1
→ 11.2 | 0.6 | -2.1 | -8.5 | -5.5 | -6.1 | 1.9 | 18.3 | 4.4
- CN(C)c1ccc(CNC(=O)c2cc3ccccn3n2)cc1
→ -7.1 | -0.5 | -0.4 | . | 6.0 | -1.7 | 1.4 | 3.5 | 2.6
- COc1ccc(C(C[N+](=O)[O-])c2c(-c3ccccc3)cc3ccccn23)c(OC)c1 (configuration not stated)
→ -25.4 | 9.2 | 1.5 | -6.1 | . | -2.5 | -1.2 | -9.8 | 1.5
- Cc1coc2c(C)c3oc(=O)c(CCC(=O)N4C[C@H]5C[C@@H](C4)c4cccc(=O)n4C5)c(C)c3cc12
→ . | 1.2 | 0.2 | -9.8 | 2.0 | 1.4 | -0.9 | 15.8 | -4.1
- O=C(Nc1ccc(NC(=O)c2cccs2)cc1)c1ccc2c(c1)OCO2
→ -38.6 | 0.3 | 0.7 | -4.6 | -12.2 | -3.3 | 3.4 | -6.1 | -6.2
- CCOC(=O)C1CCN(C(=O)c2cc(S(=O)(=O)N3CCOCC3)ccc2C)CC1
→ -0.8 | -0.5 | 0.1 | -4.1 | 2.6 | -2.5 | 0.4 | 30.8* | -1.0
- CCCNC(=O)COCc1cc(-c2ccc3c(c2)OCO3)on1
→ -11.0 | -0.7 | -1.5 | 8.4 | 1.4 | -1.1 | 13.8 | 10.1 | -6.2
- COc1ccccc1OCCn1c(C)c(C=O)c2ccccc21
→ 10.4 | 0.4 | 0.0 | -11.9 | -7.3 | -8.3 | 21.7 | -0.7 | 0.4
- COc1cc(OC)cc(OC(=O)c2ccc3c(=O)n4c(nc3c2)CCC4)c1
→ -6.2 | -0.5 | 0.0 | 16.1 | -16.8 | -1.9 | 0.2 | -4.0 | 1.2
- O=C(NCCN1CCOCC1)c1cccnc1SCc1ccccc1Cl
→ -3.1 | -0.1 | -0.8 | 2.7 | 5.0 | 6.3 | 3.2 | -7.2 | 0.0

Bioassay records: PubChem, National Center for Advancing Translational Sciences (NCATS)
